Source: PubChem BioAssay
M4 ag = human M4 muscarinic receptor agonists, primary screen, CHO-K1 cells, Fluo-8 calcium fluorescence; Muscarinic acetylcholine receptor M4 (Homo sapiens), P08173; CHO-K1 hM4/Gqi5; vehicle 0%, full acetylcholine response 100%; activation, % at 3 µM; actives 0.14% (n = 360,000); AID 624127, 2012;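 active = activation above the run mean over all test wells plus 3 SD, cut at about 32% in these data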;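 also: peak over basal fluorescence ratio per well then scaled between controls; 0% = DMSO wells and 100% = acetylcholine at EC100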
Target sequence (P08173 whole entry, looked up): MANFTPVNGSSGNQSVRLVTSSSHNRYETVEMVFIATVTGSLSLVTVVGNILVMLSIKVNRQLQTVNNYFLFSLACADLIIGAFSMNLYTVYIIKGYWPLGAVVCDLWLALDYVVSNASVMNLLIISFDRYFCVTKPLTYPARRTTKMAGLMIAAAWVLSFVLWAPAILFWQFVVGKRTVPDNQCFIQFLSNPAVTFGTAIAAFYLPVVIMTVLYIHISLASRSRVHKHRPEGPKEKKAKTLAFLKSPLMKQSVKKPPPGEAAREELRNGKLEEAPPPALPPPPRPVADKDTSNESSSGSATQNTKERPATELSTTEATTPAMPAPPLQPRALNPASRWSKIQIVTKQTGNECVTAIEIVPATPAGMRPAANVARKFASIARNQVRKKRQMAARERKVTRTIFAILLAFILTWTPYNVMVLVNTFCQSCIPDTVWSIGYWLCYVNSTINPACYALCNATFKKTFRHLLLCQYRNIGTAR
CHO parental Ca = ATP-evoked calcium signal inhibitors, parental CHO, primary screen, counter-screen for OX1R antagonist project, cell-based, fluorescence, Fluo-8 calcium dye. parental CHO-K1, ATP-induced calcium, Fluo-8 fluorescence. inhibition, % at 5.6 µM. actives 0.63% (n = 330,000);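 active = inhibition above that plate's mean sample inhibition plus 3 SD, cut at about 26% in these data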;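 also: 0% = ATP-challenged DMSO wells and 100% = DMSO wells without ATP; some compounds past the cut are filed as inactive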
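Test system: parental CHO cells; detection: calcium-sensitive Fluo-8 fluorescence; evaluation: percent inhibition of calcium signal; also added: ATP as calcium-mobilizing challenge; repeats: one well per compound; control set: ATP-challenged DMSO wells low, unchallenged DMSO wells high; compound: single nominal dose of 5.6 µM per compound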
M1 PAM = human M1 muscarinic receptor positive allosteric modulators, primary screen, CHO-K1 cells, Fluo-8 calcium fluorescence, 1536-well. activation, % at 3 µM. AID 588819, 2011. actives 0.088% (n = 360,000). CHO-K1 hM1, ACh EC20; 0% = ACh EC20, 100% = maximal ACh; in the data active = activation above about 19%, passing the limit was not always enough
CHO-K1 Ca ag = counter-screen for M1 agonists: effect in parental CHO-K1 cells; Fluo-8 calcium fluorescence; scaled to maximal ATP response, vehicle zero; activation, % at 3 µM; actives 0.48% (n = 360,000); AID 602248, 2012; in the data active = activation above about 15%;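 also: untransfected CHO-K1 host cells lacking M1 receptor as counterscreen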
CHO-K1 Ca antag = nonselective inhibitor or artifact in parental CHO-K1 cells. ATP-induced calcium, Fluo-8 fluorescence. inhibition, % at 3 µM. actives 0.6% (n = 360,000);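 active = inhibition above a per-plate cutoff, the plate's mean sample inhibition plus 3 SD, cut at about 24% in these data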;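 also: 0% = DMSO plus EC80 ATP and 100% = DMSO alone without ATP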
M4 antag = human M4 muscarinic receptor antagonists, primary screen, CHO cells, Fluo-8 calcium fluorescence; Muscarinic acetylcholine receptor M4 (Homo sapiens), P08173; CHO-hM4 cells, ACh EC80; inhibition, % at 3 µM; actives 0.73% (n = 360,000); AID 624125, 2012;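 active = inhibition above its plate's cutoff, the mean inhibition of sample wells plus 3 SD, cut at about 27% in these data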;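 also: 0% = acetylcholine EC80 with DMSO and 100% = DMSO without agonist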
CHRM1 antagonist = human M1 muscarinic receptor antagonists, primary screen, CHO-K1 cells, Fluo-8 calcium fluorescence, 1536-well; CHO-K1 hM1, ACh EC80 antagonist; inhibition, % at 3 µM; actives 1.3% (n = 360,000); AID 588852, 2011;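 active = percent inhibition above its own plate's cutoff, namely the mean of that plate's compound wells plus 3 SD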;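 also: peak over basal fluorescence ratio during 140 s after agonist addition; 0% = ACh EC80 plus DMSO and 100% = DMSO alone without agonist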
M1 ag = human M1 muscarinic receptor agonists, primary screen, Fluo-8 calcium fluorescence, CHO-K1 cells, HTS. CHO-K1 hM1, agonist mode; 0% DMSO, 100% acetylcholine EC100. Muscarinic acetylcholine receptor M1 (Homo sapiens), P11229. actives 0.33% (n = 360,000). activation, % at 3 µM;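 active = activation above the run's mean compound activation plus 3 SD, cut at about 16% in these data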;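 also: peak over basal fluorescence ratio within a 140 s kinetic read after compound addition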
OXTR potentiate = human OXTR potentiators, primary screen, fluorescence, CHO-OTR cells, Fluo-8 calcium | AID 2445, 2010 | Oxytocin receptor (Homo sapiens), P30559 | activation, % at 3 µM | Fluo-8 calcium fluorescence, potentiator mode; 0% = oxytocin EC15, 100% = EC100 | actives 0.061% (n = 320,000);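 active = activation above that plate's cutoff, the mean activation of tested compounds plus 3 SD, cut at about 6.6% in these data, passing the limit was not always enough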;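 also: 100% uses oxytocin at 75 nM as the full agonist control; some results filed as inactive read as strong as hits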
Target sequence (P30559 whole entry, looked up): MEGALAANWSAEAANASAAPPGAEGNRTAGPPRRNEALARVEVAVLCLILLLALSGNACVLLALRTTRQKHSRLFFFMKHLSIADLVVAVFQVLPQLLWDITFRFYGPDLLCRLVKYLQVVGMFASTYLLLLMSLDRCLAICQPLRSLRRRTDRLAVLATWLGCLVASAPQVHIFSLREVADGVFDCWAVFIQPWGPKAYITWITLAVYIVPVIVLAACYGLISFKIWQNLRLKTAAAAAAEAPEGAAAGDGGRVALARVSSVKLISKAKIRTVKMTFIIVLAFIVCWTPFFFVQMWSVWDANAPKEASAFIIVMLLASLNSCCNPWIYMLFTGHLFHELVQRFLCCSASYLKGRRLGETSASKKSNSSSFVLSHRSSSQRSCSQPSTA
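Material: CHO-OTR cells, human receptor; compound dosing: single dose, 3.0 µM nominal final compound concentration; schedule: 6 min compound pre-incubation at room temperature, 100 s kinetic read; measured by: kinetic Fluo-8 calcium fluorescence; read-out basis: % activation vs EC15 and EC100 oxytocin; controls: EC15 oxytocin alone as 0%, 75 nM oxytocin as 100%; replicates: singlicate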
* marks the source's active call; other numbers are inactive results; . = no result given. Hits appear at their usual frequency, and some 2.9% of all compounds hit somewhere here.

entry | SMILES | M1 PAM | CHO-K1 Ca antag | CHO parental Ca | M1 ag | M4 ag | CHO-K1 Ca ag | OXTR potentiate | M4 antag | CHRM1 antagonist
1 | CC(=O)NC(=S)Nc1ccc(NC(=O)COc2ccc(C(C)C)cc2)cc1 | 2 | 10 | 2 | -2 | 1 | 1.1 | 0 | 3 | -5
2 | O=C(O)CCCN=Cc1c(O)c2ccccc2oc1=O | 7 | -5 | 20 | -3 | 1 | 1.1 | -13 | 1 | -3
3 | O=C(NNC1CC(=O)N(c2ccc(Br)cc2)C1=O)c1ccco1 (stereo not given) | -2 | -3 | 1 | -3 | 5 | 0.0 | -7 | -4 | 1
4 | CCOC(=O)c1cc(-c2ccc(/C=C3/C(=O)NC(=O)C(C#N)=C3C)o2)ccc1Cl | 2 | -7 | -3 | 1 | 3 | -0.1 | -4 | -9 | -2
5 | COc1cc(CN(C)Cc2cc(=O)n3ccsc3n2)ccc1OC(F)F | -6 | -3 | -12 | -2 | 17 | 10 | -23 | -3 | 13
6 | COc1cc(S(=O)(=O)N(Cc2cccs2)C2CC2)ccc1-n1cnnn1 | 3 | -9 | -8 | -3 | 3 | 2.7 | -4 | 5 | -5
7 | Cc1ccc(OCCCC(=O)Nc2ccccc2C(F)(F)F)cc1 | -3 | 7 | -9 | -4 | 0 | -0.2 | -5 | 3 | -19
8 | Clc1cc(/C=N\NC2=NCCN2)cc(Cl)n1 | 2 | 1 | -16 | -7 | 1 | 0.5 | -4 | -4 | 1
9 | CCN(CC)c1ccc(C(=O)N/N=C/c2ccccc2OC(F)F)cc1 | 2 | -1 | -25 | -6 | 0 | 0.8 | -6 | -4 | 3
10 | Cc1cccc(NC(=O)CN2CCN(C(=O)C(C)Oc3ccc(C#N)cc3)CC2)c1C (stereo not given) | 2 | -2 | -13 | -2 | 2 | 0.7 | 1 | -3 | -6
11 | Nc1nc2cc(Cl)c(Br)cc2o1 | 1 | -6 | . | 1 | 4 | 1.1 | . | -4 | -6
12 | CCc1cc2cc(C)cc(C)c2nc1SCC(=O)N1CCN(C(=O)c2ccco2)CC1 | 14 | -12 | -27 | 1 | 0 | 9.1 | 4 | -8 | -52
13 | CC1C(=O)OC(c2ccc(Br)cc2)C(C)(C)C1=O (stereo not given) | -4 | -13 | -10 | -4 | 2 | 0.2 | -5 | 9 | 4
14 | COc1ccc(C(=O)Nc2ccc(-c3nnn(CC(=O)NCc4ccco4)n3)cc2)cc1 | 6 | -12 | 9 | -2 | 1 | 0.9 | -1 | -6 | -5
15 | CC(C)OP(=O)(OC(C)C)C(Nc1ccc([N+](=O)[O-])cc1)c1cccc([N+](=O)[O-])c1 (stereo not given) | 10 | -7 | -32 | -4 | 1 | 0.1 | -6 | 0 | -17
16 | Cc1ccc(C)c(NC(=O)CN(C)C(=O)CN2C(=O)NC3(CCc4ccccc43)C2=O)c1 (stereo not given) | 1 | -6 | -8 | -1 | 1 | 0.0 | 5 | 3 | 0
17 | Cc1c(C(=O)O)sc2nc(-c3cccs3)cc(C(F)(F)F)c12 | 13 | -15 | -10 | -6 | 1 | 0.3 | -10 | -1 | -13
18 | COc1ccc(/C=C/C=C2\N=C(SC)SC2=O)cc1 | 3 | -6 | -7 | -6 | 0 | 1.4 | -5 | 3 | -4
19 | CCc1c(C)c2ccc(OC(C)C(=O)NC(Cc3c[nH]c4ccc(O)cc34)C(=O)O)c(C)c2oc1=O (stereo not given) | 9 | 9 | -2 | -1 | 0 | -0.5 | -3 | -9 | -8
20 | c1ccc2c(Cn3nnc4ccccc43)cccc2c1 | 13 | -19 | -11 | 2 | 0 | 1.2 | 3 | 2 | -19
21 | Cc1ccc2nc3c(c(C(=O)O)c2c1)CCC3 | 6 | -13 | -11 | -3 | 0 | 0.3 | 10 | -1 | -6
22 | CCN(C(=O)COC(=O)/C=C/c1ccc(OC)c(OC)c1)c1c(N)n(Cc2ccccc2)c(=O)[nH]c1=O | 14 | -11 | . | 0 | 3 | 0.1 | . | -7 | -13
23 | Cc1c(NC2(C#N)CCCCC2)c(=O)n(-c2ccccc2)n1C | 11 | 1 | -9 | -3 | 1 | 0.3 | -8 | -6 | -10
24 | CC(C)(C)NC(=O)CN(C(=O)C1(C)CC(=O)N=C2C=CC=CN21)C1CCCC1 (stereo not given) | -3 | -14 | -14 | -4 | 1 | 0.7 | -2 | -4 | -4
25 | CCOC(=O)C1(C(F)(F)F)N=C(C(F)(F)F)Nc2ccc(F)cc21 (stereo not given) | 0 | -3 | -15 | -10 | 0 | 0.1 | -4 | 0 | 1
26 | CCCC(=O)Nc1cc(C(=O)O)ccc1Sc1ccc(C)cc1 | 10 | -17 | 5 | -6 | 1 | 0.5 | -1 | 4 | -11
27 | COc1cccc(C(CNC(=O)C2CCN(C(=O)Nc3ccccc3)CC2)N(C)C)c1 (stereo not given) | -9 | -24 | -16 | -8 | 2 | 0.6 | -2 | 1 | 10
28 | CC(=O)NCCOC(=O)Nc1sc(=S)n(C)c1C | -4 | 6 | -8 | -1 | 0 | 0.1 | -7 | 2 | 13
29 | O=C(C[C@H]1C/C=C\C[C@H](Cc2ccc(F)cc2)C(=O)O[C@@H](c2ccccc2)CNC1=O)N[C@@H](CO)Cc1ccccc1 | 2 | -10 | -14 | -3 | 8 | 0.5 | -6 | -2 | -1
30 | Cc1cc(Br)ccc1OCCCCN1CCCCC1 | -26 | -5 | 10 | -9 | 7 | 4.5 | -11 | 19 | 42*
31 | Cc1cc(S(=O)(=O)n2cnc3ccccc32)c(C)cc1Cl | -1 | -11 | 15 | -5 | 0 | 1.1 | -6 | 5 | 1
32 | COc1ccc(N=C2S/C(=C\c3ccc(N4CCOCC4)o3)C(=O)N2CCc2c[nH]c3ccccc23)cc1 | 6 | -19 | 25 | 3 | 8 | 3.7 | -8 | 45* | -3
33 | CC(Oc1cccc(Cl)c1)C(=O)Nc1cc(S(=O)(=O)N2CCOCC2)ccc1N1CCCC1 (stereo not given) | 11 | -2 | -17 | -2 | 1 | 0.7 | -6 | -6 | -8
34 | Cc1cccc(N/N=C(\C(N)=O)C2=NC(C)(C)Cc3ccccc32)c1 | 8 | 14 | -25 | -5 | -1 | -0.3 | -9 | -4 | -1
35 | CC[C@]12c3[nH]c4cc(CCC(=O)N(C)C)ccc4c3CCN1C(=O)[C@@H](CC(=O)NCCCOC)C[C@@H]2C(=O)N1CCN(C(=O)c2ccco2)CC1 | 11 | -7 | 5 | 0 | 0 | 0.8 | . | 3 | -15
36 | CNc1nc(OC)nc(N2CCOCC2)n1 | 0 | 14 | 0 | -1 | 1 | -0.6 | -1 | 4 | 9
37 | CC1(C)CC(=O)C(Sc2nnc(-c3ccc(O)cc3)n2CC2CCCO2)C(=O)C1 (stereo not given) | 3 | -28 | -4 | -2 | 2 | 0.4 | -1 | 3 | -9
38 | CCn1ccnc1CN(C)C(=O)c1ccc(OC2CCN(CCc3ccccc3)CC2)cc1 | -13 | 10 | -24 | -6 | 1 | -0.2 | -8 | 43* | 31
39 | Cc1cc(C)c(C)c(S(=O)(=O)N2CCC(C(=O)OCC(=O)NC3CCS(=O)(=O)C3)CC2)c1C (stereo not given) | 6 | 8 | -19 | 0 | 6 | -0.1 | -1 | -5 | -16
40 | COC(=O)C1=C(N)OC2=C(C(=O)CCC2)C1c1ccc2c(c1)OCO2 (stereo not given) | 2 | -4 | -7 | -8 | 1 | 2.7 | -2 | 2 | -6
41 | Cc1cc(C)c(C)c(S(=O)(=O)NCc2ccc(C(=O)N3CCCCC3)cc2)c1C | -5 | -3 | -14 | 1 | 2 | 0.6 | -4 | 2 | -3
42 | COc1ccc(Cl)cc1NC(=S)Nc1ccccc1C | 12 | -6 | -8 | -9 | 1 | 1.3 | -2 | 0 | -6
43 | COc1cccc(OCc2cc(C(=O)N(C)Cc3nccn3C)no2)c1 | 10 | -14 | -10 | -5 | 1 | 1.0 | -5 | 1 | -14
44 | O=[N+]([O-])c1ccc(/C=N/NC(=S)Nc2ccccc2)o1 | 6 | -1 | -1 | -7 | 1 | 0.5 | 1 | 8 | -4
45 | O=C1C2C3C=CC(C4CC34)C2C(=O)N1/N=C/c1ccc(-c2ccc([N+](=O)[O-])cc2)o1 (stereo not given) | -2 | -13 | -2 | -7 | 1 | 0.6 | -17 | -1 | 2
46 | CCCCCn1c(=O)c(F)cn(Cc2ccc(OC)c([N+](=O)[O-])c2)c1=O | 4 | 6 | -22 | -3 | 4 | 0.9 | -11 | 2 | -1
47 | Cc1cccc(C(=O)N2CCN(Cc3nc4sc5c(c4c(=O)[nH]3)CCCC5)CC2)c1 | -2 | -7 | -25 | -6 | -1 | 0.5 | -4 | -3 | 1
48 | CSc1cccc(NC(=O)CN(C)S(=O)(=O)c2ccccc2)c1 | 0 | -20 | -14 | 1 | 20 | 6.9 | -5 | -21 | -14
49 | CCc1noc(C)c1C(=O)N1CC(C)OC(C)C1 (stereo not given) | 5 | -9 | 3 | -2 | 1 | 0.2 | -3 | -3 | -10
50 | Cc1cccc(C)c1OC(=O)CSc1nnc(-c2ccccc2O)o1 | 0 | 13 | 2 | -1 | 2 | 3.7 | -13 | -9 | 9
51 | O=C(CSc1ccc2nnc(-c3cccnc3)n2n1)c1ccccc1 | -3 | 10 | -15 | -3 | 2 | 0.3 | -5 | -1 | 20
52 | CCOc1ccc2nc(NC(=O)c3ccccn3)sc2c1 | 9 | -11 | 7 | 0 | 7 | 1.8 | -2 | 2 | -11
53 | Nc1cc(N)nc(SCC(=O)Nc2ccc3c(c2)OCCCO3)n1 | 7 | 5 | -2 | 1 | 3 | 0.0 | -13 | -2 | -2
54 | CC1=C/C(=N\NC(=O)c2ccccc2)CC1 | 1 | 21 | -3 | -2 | 1 | -0.2 | -7 | -3 | -3
55 | OC[C@@H]1CN(Cc2cccnc2)C[C@H](n2cnc3c(N4CCCC4)ncnc32)O1 | 3 | -11 | . | -1 | 1 | 0.0 | . | -6 | -14
56 | Cc1ccc([N+](=O)[O-])cc1N(CC(=O)Nc1ccc(S(=O)(=O)Nc2cccc(C(F)(F)F)c2)cc1)S(C)(=O)=O | 5 | 0 | 23 | -5 | 3 | 0.1 | -3 | 14 | 2
